# Mdm2 ligase inh – MDM2-luciferase reporter signal enhancers, primary screen, MDM2 E3 ligase inhibitor project, cell-based, luminescence, 1536-well; 210,000 tested, 0.11% active; cell-based MDM2 ubiquitination luciferase reporter, 2 h; 0 = plate control, 100 = twice control, blank-subtracted; E3 ubiquitin-protein ligase Mdm2 (Homo sapiens), Q00987; signal enhancement, % at 5 µM; AID 1230, 2008;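 active = signal enhancement of 30% or more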;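 note: luminescence tracks abundance of the self-degrading MDM2-luciferase fusion protein; higher signal means inhibition of MDM2 E3 ligase activity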
# Target sequence (Q00987 whole entry, looked up, the tested form may be a part): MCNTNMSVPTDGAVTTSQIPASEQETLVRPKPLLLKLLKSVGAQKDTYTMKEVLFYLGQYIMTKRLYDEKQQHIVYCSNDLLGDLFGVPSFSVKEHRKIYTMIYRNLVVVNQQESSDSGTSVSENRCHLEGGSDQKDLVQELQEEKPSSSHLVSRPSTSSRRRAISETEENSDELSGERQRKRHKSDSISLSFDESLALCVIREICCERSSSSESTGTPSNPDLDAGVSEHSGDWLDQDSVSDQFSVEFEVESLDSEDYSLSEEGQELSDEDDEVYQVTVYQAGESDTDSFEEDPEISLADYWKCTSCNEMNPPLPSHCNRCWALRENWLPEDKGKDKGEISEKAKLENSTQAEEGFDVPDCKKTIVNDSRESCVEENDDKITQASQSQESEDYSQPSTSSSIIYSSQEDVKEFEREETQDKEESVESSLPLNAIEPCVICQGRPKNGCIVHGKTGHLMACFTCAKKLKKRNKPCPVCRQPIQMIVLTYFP
#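 Buffer or medium: Cells held in DMEM | Assay system: Stable mammalian line carrying autodegrading MDM2–luciferase fusion reporter | Quantity: 2000 cells/well | Times: 4 h settle plus 2 h compound, 37 °C | Doses: One concentration, 5 µM, with 0.2% DMSO | Technique: Luminescence with SteadyLite reagent, 15 min at room temperature | Benchmarks: Plate controls and plate blanks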
# Runt-SMMHC FRET – inhibitors of RUNX1 Runt–CBFb-SMMHC binding, primary screen, biochemical, FRET, Cerulean-Runt, Venus-CBFb-SMMHC, uHTS | Cerulean-Runt/Venus-CBFb-SMMHC FRET ratio 530/480, 1 h | inhibition, % at 20 µM | 220,000 tested, 0.74% active | AID 1434, 2008;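 active = mean inhibition across duplicate retests at 20 µM reaching about 50%, limit read from the data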;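 note: 0% = DMSO wells and 100% = wells with excess untagged CBFb-SMMHC; inhibitors lower the FRET ratio by blocking Runt binding to CBFb-SMMHC; some results filed as inactive read as strong as hits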
# Runt-CBFb FRET – inhibitors of RUNX1 Runt–CBFb binding, primary screen, biochemical, FRET, Cerulean-Runt, Venus-CBFb, uHTS; 220,000 tested, 0.46% active; Cerulean-Runt/Venus-CBFb FRET ratio 530/480, 1 h; inhibition, % at 20 µM; Runt-related transcription factor 1 (Homo sapiens) + Core-binding factor subunit beta …; AID 1496, 2009;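 active = inhibition over about 50% at 20 µM in the single-dose screen, limit read from the data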;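 note: 0% = DMSO wells and 100% = excess unlabeled CBFb competitor control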
#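 Schedule: protein complex preformed 1 h, compound exposure 1 h, room temperature, dark; test system: Cerulean-labeled Runt domain protein; amount: 100 nM per protein; buffer or medium: Tris 50 mM pH 7.5, KCl, K2SO4, 0.01% BSA; read-out: loss of energy transfer signal; detection: FRET fluorescence; controls: 5 µM unlabeled CBFb as full-inhibition high control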
# EBV gp42 inh – Epstein-Barr virus gp42 inhibitors, primary screen, biochemical, uHTS, fluorescence polarization; AID 1085, 2008; Glycoprotein 42 (Epstein-Barr virus (strain AG876)), Q1HVG2; inhibition, % (tested at 21.74 µM); 220,000 tested, 0.42% active; Fluorescence polarization binding assay, mP read-out; in the data active = inhibition above about 50%
# Target sequence (Q1HVG2 whole entry, looked up): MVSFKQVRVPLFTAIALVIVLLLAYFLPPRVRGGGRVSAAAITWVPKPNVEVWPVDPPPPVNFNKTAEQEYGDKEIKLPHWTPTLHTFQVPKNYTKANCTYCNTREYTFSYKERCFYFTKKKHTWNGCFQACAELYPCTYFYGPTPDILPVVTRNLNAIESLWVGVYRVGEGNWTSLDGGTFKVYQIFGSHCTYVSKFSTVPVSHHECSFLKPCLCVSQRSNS
# Tb hexokinase – Trypanosoma brucei hexokinase 1 inhibitors, primary screen, biochemical, G6PDH-coupled NADH absorbance, MLSCN library | hexokinase 1 [Trypanosoma brucei] | recombinant TbHK1, G6PDH-coupled NADH A340 | inhibition, % at 10 µM | 220,000 tested, 0.11% active | AID 1430, 2008;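 active = inhibition of 50% or more in the single-dose primary screen; inactive = inhibition below 50%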
# zVAD death inh – inhibitors of zVAD-triggered necroptosis, primary screen, L929 cells; L929 zVAD necroptosis rescue, ATP luminescence, 24 h; with zVAD 60 µM; viability rescue, % at 10 µM; 220,000 tested, 0.38% active; AID 1377, 2008;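 active = activation, scaled between plate controls, above about 75%, limit read from the data; inactive = activation under that limit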;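 note: 0% = zVAD with DMSO and 100% = DMSO alone without zVAD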
# NCF1 inh – p47phox/p22phox peptide binding inhibitors, primary screen, biochemical, uHTS, NADPH oxidase regulatory subunit; Neutrophil cytosol factor 1 (Homo sapiens), P14598; fluorescence polarization, 2 h; inhibition, % at 24.7 µM; 220,000 tested, 0.53% active; AID 1274, 2008;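 active = inhibition above about 30%, limit read from the data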;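 note: 0% = p47phox with labelled peptide and 100% = labelled peptide alone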
# Hck-Nef inh – inhibitors of Nef-activated human Hck kinase, primary screen, biochemical, Z-Lyte FRET, 384-well, Hck-YEEI; 220,000 tested, 0.68% active; inhibition, % at 20 µM; Tyrosine-protein kinase HCK (Homo sapiens), P08631; Recombinant Hck-YEEI plus Nef, Z-Lyte FRET kinase assay; AID 463187, 2010;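 active = Hck-Nef kinase inhibition above about 50%, limit read from the data; inactive = inhibition below that limit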;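 note: 0% = DMSO with Hck plus Nef and 100% = Hck alone without Nef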
# 14-3-3 Bad PPI – inhibitors of 14-3-3 zeta/Bad binding, primary screen, biochemical, TR-FRET, bovine 14-3-3 zeta; 14-3-3 protein zeta/delta (Bos taurus), P63103; TR-FRET 14-3-3zeta/Dy647-pBad peptide displacement, 1 h; inhibition, % at 21.7 µM; 220,000 tested, 0.71% active; AID 781, 2007;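 active = inhibition above about 70%, limit read from the data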;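 note: 0% = full 14-3-3 plus peptide FRET controls and 100% = background without 14-3-3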
# Target sequence (P63103 whole entry, looked up): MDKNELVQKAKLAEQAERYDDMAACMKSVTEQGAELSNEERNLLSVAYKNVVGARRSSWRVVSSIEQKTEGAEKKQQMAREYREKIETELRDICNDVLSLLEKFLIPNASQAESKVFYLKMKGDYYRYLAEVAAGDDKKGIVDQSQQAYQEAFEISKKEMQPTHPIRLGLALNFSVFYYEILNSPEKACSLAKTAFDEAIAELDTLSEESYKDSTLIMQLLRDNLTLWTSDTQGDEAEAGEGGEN
# The depositor's hits bear a star; / = not tested or not shown; [ ] = remark or other dose.
# Order of results: Mdm2 ligase inh	Runt-SMMHC FRET	Runt-CBFb FRET	EBV gp42 inh	Tb hexokinase	zVAD death inh	NCF1 inh	Hck-Nef inh	14-3-3 Bad PPI
1	CC(NC(=O)c1ccc(F)cc1)C(=O)NC1=NCCS1 (configuration not stated)
 : 12	10	-1	-10	-3	-0.7	-13	20	-11
2	CC(C)C(NC(=O)C12CC3CC(CC(C3)C1)C2)C(=O)O (configuration not stated)
 : -14	-2	0	-15	9	0.1	-8	0	8[fluorescence artefact?]
3	Cc1cc(Nc2ccc(C)c(Cl)c2)nc(N2CCOCC2)n1
 : -5	-1	-3	0	-5	30	-12	9	-4
4	O=C(Nc1cccnc1)c1ccc(COc2cc(Cl)ccc2Cl)o1
 : -7	-5	-4	10	2	0.2	-12	-1	-4
5	Cc1ccccc1NC(=O)Cc1nc(-c2ccc3ccccc3c2)cs1
 : -10	0	0	-5	-13	1.5	-9	0	-2
6	Oc1ccc(/C=N/N(Cc2ccccc2)c2ccccc2)c(O)c1O
 : -13	21	34	-2	11	-1.5	-19	38	1
7	O=C(NC12CC3CC(CC(C3)C1)C2)c1ccccc1O
 : -10	-4	0	-1	-6	0.4	-7	-1	-6
8	O=C(C[n+]1ccc(C(=O)N/N=C/c2ccc(Br)cc2)cc1)c1ccccc1
 : -10	6	6	-4	-24	0.4	-8	0	-9
9	Cc1ccc(NC(=S)N2CCc3[nH]c4ccccc4c3C2)cc1
 : 3	-7	-2	-16	-7	6.5	-2	11	-2
10	COc1ccc(C(=O)NC2CCN(S(=O)(=O)Cc3ccccc3)CC2)c(OC)c1
 : -7	-1	-1	-9	4	0.5	-3	0	-87[fluorescence artefact?]
11	Cc1cc(C)n(-c2ccc(F)cc2)c(=O)c1C#N
 : 4	-1	-2	-17	-19	3.7	0	18	-2
12	O=C(CSc1nc2ccccc2nc1SCC(=O)N1CCCCC1)N1CCCCC1
 : -8	-5	-4	-4	-5	-0.2	-8	1	-5
13	Cc1cccc(C)c1NC(=O)C(c1ccccc1)N1CCC1=O (configuration not stated)
 : -44	3	-5	-28	6	-0.2	-6	-2	3
14	Cc1ccc(NC(=O)C2CC(Cl)=CCC2C(=O)O)c([N+](=O)[O-])c1 (configuration not stated)
 : 0	-2	-1	-10	-6	5.0	21	15	3
15	CCOC(=O)c1c(NC(=O)CN2CCCCC2)sc(CN(C)C)c1-c1ccccc1
 : -20	-3	-4	7	-1	3.0	-8	21	-9
16	COc1ccccc1C(=O)Nc1ccc(-c2nnn(CC(=O)N3CCOCC3)n2)cc1
 : -6	-1	1	-11	-2	74	-10	-6	-14
17	CNS(=O)(=O)c1cc(C(=O)O)ccc1OC
 : -10	0	2	6	2	-0.4	-4	-18	2
18	COc1ccc(COC(=O)NC2CCN(S(=O)(=O)c3ccc(OC)cc3)CC2)cc1
 : -49	-2	0	1	1	-0.6	-4	0	-4
19	COc1nc(-c2ccccc2)ccc1-c1noc(-c2ccco2)n1
 : -14	4	-4	-54	3	0.1	-36	1	13[fluorescence artefact?]
20	COC(=O)[C@@H]1C[C@H]2CC[C@H](O)C[C@H]2N1Cc1ccccc1OC(=O)c1cccs1
 : 18	2	0	-15	-11	0.3	-42	33	-4
21	O=C1N/C(=C\c2ccc(N3CCOCC3)c(F)c2)C(=O)N1Cc1ccccc1
 : 0	12	1	-19	-9	-0.5	6	4	-20[fluorescence artefact?]
22	Cc1ccc(NC(=O)CSCc2ccc(F)cc2)cc1
 : 21	-2	-2	-14	1	0.5	-4	-8	-5
23	N#C/C(=C\c1ccc2c(c1)OCO2)C(N)=S
 : -11	-2	4	-10	-38	-0.4	-2	7	-6
24	Nc1nnc(-c2ccccc2F)s1
 : 0	-2	3	-7	-15	1.4	-12	26	-11
25	Cc1ccc(CNC(=O)CN2CCN(Cc3ccc(C)cc3)C2=O)cc1
 : -8	-4	2	-17	-1	0.7	-14	-2	-10
26	Cc1onc(C(=O)NCc2ccc(F)cc2)c1[N+](=O)[O-]
 : -19	-7	2	-4	-2	-0.1	3	-14	4
27	Cc1ccc(NC(=O)CSc2nnc(-c3ccncc3)o2)cc1
 : -16	3	1	3	-11	-0.2	-4	1	-8[fluorescence artefact?]
28	COc1cccc2c(=O)c(SC(F)(F)C(F)C(F)(F)F)c(C)[nH]c12 (configuration not stated)
 : -14	-1	1	-24	-10	3.3	-16	-2	4
29	Cc1ccc(-c2cc(N)n(-c3ccc(F)cc3)n2)cc1
 : -20	-2	0	-10	3	0.9	-7	-7	-4
30	COc1ccc(-c2nnn(CC(=O)N3CCN(c4ccccc4OC)CC3)n2)cc1
 : -5	2	0	-13	-1	0.5	1	6	-4
31	O=C(NCc1ccccc1)c1ccc(N2C(=O)C3CCCCC3C2=O)cc1 (configuration not stated)
 : -14	-1	-2	1	-2	-0.5	-5	-1	13[fluorescence artefact?]
32	O=C1C2C3C=CC(C3)C2C(=O)N1/N=C/c1cn(Cc2ccccc2)c2ccccc12 (configuration not stated)
 : 3	1	/	0	-3	-0.4	-68	1	-1[fluorescence artefact?]
33	COc1cc(OC)c(C(=O)OCC(=O)N(Cc2ccccc2)C(C)(C)C)cc1OC
 : -8	-3	-4	-4	-7	2.6	0	10	-1
34	Cc1nc([N+](=O)[O-])c(C(=O)OCc2ccc(C#N)cc2)n1C
 : -5	-1	2	-11	6	1.2	-4	-5	-1
35	COc1cccc(N/C(N)=N/c2nc(CSc3ccccn3)cc(=O)[nH]2)c1
 : 4	-2	-2	-12	-4	-2.4	-13	21	-16
36	O=C(Nc1nc2ccccc2n1CCN1CCCC1)c1ccc(Cl)cc1
 : -15	0	0	4	-19	0.1	-14	-1	-7
37	CCOC(=O)C1CCN(c2nc3ccccc3n2CC(=O)c2ccccc2)CC1
 : -10	-1	2	-8	-3	1.2	-4	21	-4
38	CC(=O)NC1C(=O)N(Cc2ccccc2)c2ccc(Br)cc21 (configuration not stated)
 : /	0	2	4	2	-0.9	-10	30	3
39	CCC(=O)NNc1ncnc2c1cnn2-c1ccccc1
 : 0	-1	-3	-7	0	0.5	4	21	-4
40	COc1ccc(C(=O)c2sc(Nc3cccc(OC)c3)c(C(=O)Nc3cccc(C)c3C)c2N)cc1
 : -22	-3	1	-18	-34	0.1	8	36	64[fluorescence artefact?]
41	COc1ccc2[nH]c(=O)c(CN(CCc3ccccc3)Cc3nnnn3CC3CCCO3)cc2c1 (configuration not stated)
 : -14	-43	-5	-17	-3	-0.6	-12	2	-11
42	O=C(Cc1cccs1)N1CCC(c2nc3c(nnn3Cc3ccccc3)c(=O)[nH]2)CC1
 : -15	2	-2	-7	4	1.4	-6	6	6[fluorescence artefact?]
43	Cc1ccc(S(=O)(=O)Nc2nc(C)cc(-n3nc(C)cc3C)n2)cc1
 : -10	6	2	3	2	-0.3	3	-2	-13
44	O=C(CCSc1ccccc1)Nc1nccs1
 : -2	-4	5	-10	-5	0.2	-14	3	0
45	CC(OC(=O)c1cn(-c2ccccc2)nc1-c1cccnc1)C(N)=O (configuration not stated)
 : -7	-3	0	-13	3	-0.2	/	14	-2
46	CCOC(=O)N1CCN(C(=O)C2CCN(S(C)(=O)=O)CC2)CC1
 : -8	1	1	-5	3	-0.1	-11	-1	3
47	C=CCc1cccc(C=Nc2cc(Br)ccc2O)c1O
 : -6	22	28	101*	-3	1.4	-125	6	-1
48	CC(C)OCCCNC(=S)Nc1ccc2nc3n(c(=O)c2c1)CCCCC3
 : 17	1	-1	-2	-5	8.7	0	23	-18
49	CCN(CC)S(=O)(=O)c1ccc2c(c1)c(=O)c(C(=O)NCc1ccco1)cn2C
 : -7	2	-2	-7	-7	0.2	-12	20	-4
50	COC(=O)c1c(SCc2ccc(C#N)cc2)nc(=O)[nH]c1C
 : -10	-1	2	-15	-4	0.6	-16	3	-17
51	O=S(=O)(CCN1C=CC(C(F)(F)F)=NCC1)c1ccc(Cl)cc1Cl
 : -9	6	1	-7	-29	-0.8	-12	20	-4
52	CC(=O)N1CCc2cc(C(=O)CN3CCN(c4cccc(Cl)c4)CC3)ccc21
 : -17	0	1	-3	-24	-0.7	-11	0	-8
53	COc1ccc(S(=O)(=O)NCCN2CCOCC2)c2ccccc12
 : -2	0	-3	3	5	0.6	-24	3	-7
54	C/C(=N\Nc1cc(C)nc(-c2ccccc2)n1)c1cccc([N+](=O)[O-])c1
 : -3	0	8	-9	-11	23	-3	19	-5
55	O=C1NC(=Nc2ccc(Cl)cc2)SC1Cc1cccc(Cl)c1Cl (configuration not stated)
 : -10	2	-1	-16	0	6.8	-12	1	-2[fluorescence artefact?]
56	CCCC(=O)Nc1ccc2c(c1)C(=O)N(CCC(=O)O)C2=O
 : -2	2	-1	-3	-1	-1.1	-7	-1	3
57	Cc1ccccc1CS(=O)(=O)Cc1ccc(C(=O)N2CCOCC2)o1
 : -3	2	0	-16	-5	0.5	0	0	4
58	OC(CNC1Cc2ccccc2C1)COc1ccc(Cl)cc1 (configuration not stated)
 : -19	0	-1	-14	-2	0.3	-3	5	-5
59	CC(=O)C1=C(c2ccccc2)N(C(C)=O)n2c(C)nnc2S1
 : -4	92	14	-10	-2	-1.1	-5	13	-7
60	CC1CCCCC1NC(=O)c1cn(C)c2ccc(S(=O)(=O)N3CCCC3)cc2c1=O (configuration not stated)
 : -11	7	-1	-12	-28	-0.2	-18	-3	5

# The list goes on:
# Order of results: Mdm2 ligase inh	Runt-SMMHC FRET	Runt-CBFb FRET	EBV gp42 inh	Tb hexokinase	zVAD death inh	NCF1 inh	Hck-Nef inh	14-3-3 Bad PPI
61	COc1ccc(-c2cc(C(=O)c3c(N)n(C)c(=O)n(C)c3=O)c3ccccc3n2)cc1
 : -26	-4	1	-6	-35	-0.7	-6	0	-3
62	O=C(COC(=O)c1ccccc1OCc1ccccc1Cl)NC1CC1
 : -16	4	-1	-23	3	0.0	-12	0	12
63	COc1ccc(S(=O)(=O)N2CCCCCC2)cc1
 : -18	-4	0	-4	-9	0.1	-9	0	-4
64	COc1ccc(OCc2n[nH]c(=S)n2Cc2ccco2)cc1
 : -2	8	14	-6	-3	0.8	-10	30	-9
65	Cc1nc(SCC(=O)c2ccccc2)[nH]c(=O)c1Oc1ccc(Cl)cc1
 : -16	-1	-1	4	-2	-0.6	3	-4	-6

# Not a hit list; overall some 3.2% were active at least once.
